# Assay outcomes deposited in PubChem by National Center for Advancing Translational Sciences (NCATS).
# Epigenetic mod – epigenetic modulators derepressing GFP locus in mouse cells | mouse C127i GFP locus derepression, cytometry, 30 h | Potency, µM (doses to about 46.1 µM), for inactives: at the top dose GFP derepression (activation) | 68,000 tested, 0.09% active; note: % of control where 0% means no effect
#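 Read-out is the number of GFP-positive cells, scored as fluorescent objects 20 to 120 um wide, reflecting derepression of a silenced CMV-GFP reporter in murine C127i cells after 30 h compound exposure at 37 C.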
# Ub-GFP proteasome – ubiquitin-GFP accumulation via proteasome inhibition. Potency, µM (titrated, usually from 45.9 µM), without a hit: at the top dose activation (GFP accumulation), hits mostly activators. AID 526. 67,000 tested, under 10 active. Ubiquitin-GFP reporter cells, proteasome inhibition, GFP fluorescence; response scale: untreated = 0%, 10 µM MG-132 = 100%; active = well fitted activation curve with a large enough effect, not every such curve was filed as active; inconclusive = small, poorly fitted or top-dose-only effect, or another doubt; inactive = no such curve, though single readings can be large or run the other way; note: potency is the fitted concentration of half-maximal effect
#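 U2OS Ub(G76V)-GFP reporter; O/N plating, 0.5% FBS; cpd 46 uM–2.9 nM, 4 h, 37 °C; GFP+ cell count, 488/515 nm; norm. to basal vs 10 uM MG-132; CRC fit.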
# Hsp90 Hop PPI – changes Hsp90-Hop TPR2A binding signal, up or down. AlphaScreen TPR2A-His6 binding biotin-Hsp90 C-terminal peptide. Potency, µM (titrated, usually from 57 µM), without a hit: at the highest dose activity change, negative = inhibition. 71,000 tested, 0.44% active; active = well fitted curve in either direction with a large enough effect; inconclusive = small, poorly fitted or top-dose-only effect, or another doubt; note: potency is the fitted concentration of half-maximal effect; % is set by controls: 0 for no effect and ±100 for the full control effect; many of its hits are not listed in these tables
# TexasRed autofl – Texas Red region autofluorescence; Compound fluorescence, Texas Red channel, 547/618 nm; stronger effect = higher value; max dye-equivalent concentration, M; 59,000 tested, 0.06% active; AID 587; in the data active = max dye-equivalent concentration above about 10 nM; inconclusive = between about 1.1 nM and that limit
#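 qHTS profiling of intrinsic compound fluorescence; 100 mM Tris pH 8.0; 15 min RT; ex 547 / em 618 nm; response expressed as Texas Red dye-equivalent concentration from six-point plate standard.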
# Fluorescein autfl – fluorescein region autofluorescence; Compound autofluorescence, 480/540 nm, fluorescein-equivalent; stronger effect = higher value; max fluorescein-equivalent concentration, M; 59,000 tested, 0.91% active; AID 593; in the data active = max fluorescein-equivalent concentration above about 10 nM; inconclusive = between about 1.1 nM and that limit
#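 Library compounds, added at multiple concentrations to pH 8.0 Tris buffer (100 mM), incubate 15 min at room temperature before CCD imaging at 480 nm excitation and 540 nm emission.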
# ERK AVP inh – vasopressin-driven ERK pathway inhibition. AID 995. 72,000 tested, 0.99% active. Potency, µM (highest dose often 57.5 µM), for inactives: at the top dose activity, negative = inhibition, most hits filed as inhibitors. HEK293-V1b, vasopressin-stimulated pERK AlphaScreen; note: potency is the fitted concentration of half-maximal effect; % is set by controls: 0 for no effect and ±100 for the full control effect; nearly all actives have a fitted effect of over 55% in size
#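 HEK293 cells stably expressing V1b receptor, seeded overnight in 1% FBS, were treated with compounds for 30 min at 37C, then stimulated 5 min with 25 nM vasopressin; phospho-ERK read by AlphaScreen SureFire after lysis.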
# HBB splice mod – hemoglobin beta splicing modulation; HBB splicing reporter cell assay, activation; EGFP reporter with mutant IVS2-654 intron; response scale: normalised to 500 nM splice-correcting PNA; Potency, µM (highest dose often 46.1 µM), for the others: at the highest dose activation, most hits filed as activators; 65,000 tested, 0.06% active; note: potency is the fitted concentration of half-maximal effect; 0% is about no effect
#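 Compounds were applied for 2 days to HeLa EGFP-654 cells, 500/well in Optimem with 2% FCS. The reporter's EGFP is disrupted by mis-splicing of beta-globin intron IVS2-654. Readout: summed well GFP fluorescence from 488 nm laser scanning; reference was 500 nM antisense […] 654 PNA.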
# A350 autofl – compound fluoresces in the Alexa 350 spectral region; Compound autofluorescence, 340/450 nm, Alexa 350 dye-equivalents; stronger effect = higher value; max dye-equivalent concentration, M; 59,000 tested, 11% active; AID 590; in the data active = max dye-equivalent concentration above about 10 nM; inconclusive = mostly about 1.1 nM to 9.6 nM
# CRE-bla Fsk – CRE-bla signaling modulation under forskolin stimulation. CHO CRE-bla reporter (cAMP response element driving beta-lactamase), forskolin EC10, beta-lactamase ratio. Potency, µM (titrated, usually from 38.2 µM), for the others: at the highest dose activity change, negative = inhibition, usual class: activators. 71,000 tested, 2.5% active; active = well fitted activation curve with a large enough effect in the signal ratio, with a control signal flat, not every such curve was filed as active; inconclusive = small, poorly fitted or top-dose-only effect, or effect the other way, or a change in a side signal; the % refers to the signal ratio; note: potency is the fitted concentration of half-maximal effect; % of control where 0% means no effect
#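 Modulation of forskolin signalling: compounds in titration series added with EC10 NKH 477 to CHO cells carrying a CRE-driven beta-lactamase reporter, 3 h, 37C. CCF4 FRET ratio (460/530 nm, ex 405 nm) gives %activity and AC50.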
# 4MU fluor – compound fluoresces in the 4-MU spectral region | compound autofluorescence, 340/450 nm, 4-MU equivalents; stronger effect = higher value | max dye-equivalent concentration, M | 59,000 tested, 11% active | AID 589; in the data active = max dye-equivalent concentration above about 10 nM; inconclusive = mostly about 1.1 nM to 9.6 nM
#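 Compounds in 100 mM Tris, pH 8.0, incubated 15 min at room temperature, then fluorescence read at 340 nm excitation/450 nm emission. Signal converted to 4-MU dye-equivalent concentration using an on-plate six-point 4-MU standard curve.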
# Luciferase inh – blocks Photinus pyralis firefly luciferase activity; P08659; purified firefly luciferase, luminescence, 8 min; Potency, µM (top dose mostly 57.1 µM), without a hit: at the top dose activity change, negative = inhibition, most hits filed as inhibitors; 72,000 tested, 2.2% active; note: potency is the fitted concentration of half-maximal effect; % is set by controls: 0 for no effect and ±100 for the full control effect; nearly all actives have a fitted effect of over 40% in size
# Target sequence (P08659 whole entry, looked up): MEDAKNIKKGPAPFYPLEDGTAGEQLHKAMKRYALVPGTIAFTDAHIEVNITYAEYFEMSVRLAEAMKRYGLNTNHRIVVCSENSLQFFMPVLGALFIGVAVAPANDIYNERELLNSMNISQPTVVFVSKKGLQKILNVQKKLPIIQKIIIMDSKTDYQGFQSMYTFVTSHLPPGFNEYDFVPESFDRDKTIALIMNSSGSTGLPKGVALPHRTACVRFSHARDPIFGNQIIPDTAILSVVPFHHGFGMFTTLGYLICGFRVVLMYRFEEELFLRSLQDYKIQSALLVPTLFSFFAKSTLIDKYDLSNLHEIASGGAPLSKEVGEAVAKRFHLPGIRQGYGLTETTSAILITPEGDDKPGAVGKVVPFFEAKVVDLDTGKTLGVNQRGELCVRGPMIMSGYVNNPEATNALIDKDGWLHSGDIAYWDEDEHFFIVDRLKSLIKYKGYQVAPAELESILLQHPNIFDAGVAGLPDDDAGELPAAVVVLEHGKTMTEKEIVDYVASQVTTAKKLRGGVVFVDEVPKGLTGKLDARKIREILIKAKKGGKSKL
#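 Here, luciferase activity is measured as luminescence following an 8 min room-temperature reaction at 10 uM ATP, pH 7.2. Every library sample is titrated.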
# * hit, by the source's call; i = inactive; ? = inconclusive; / = not tested or not shown; [ ] = remark or other dose. Unless noted, calls come from the whole dose curve; as a rule, active = well fitted curve in the direction sought with a large enough effect; inconclusive = small, poorly fitted or top-dose-only effect, or another doubt; inactive = no such curve, though single readings can be large; an effect the other way counts as inactive or inconclusive. Not all compounds are listed; count on the stated rates, not on these rows.
SMILES,Epigenetic mod,Ub-GFP proteasome,Hsp90 Hop PPI,TexasRed autofl,Fluorescein autfl,ERK AVP inh,HBB splice mod,A350 autofl,CRE-bla Fsk,4MU fluor,Luciferase inh
CN(C)c1ccc(-c2noc(-c3ccccc3O)n2)cc1,0%,-2%,6%,i,i,1%,-2.6%,3.3e-07M*,20%,4.2e-07M*,1µM*
CCN1CCN(CCCNC(=O)c2cc3cc4ccc(OC)cc4nc3o2)CC1,-3%,-1%,-3%,i,i,18%,-0.2%,5.3e-06M*,19%,5.5e-06M*,3%
CC(=O)[C@@H]1[C@@H]2C(=O)N(c3ccc(F)c(Cl)c3)C(=O)[C@@H]2C2c3ccccc3C=CN21 (stereo partly specified),2%,-4%,-23%,?,3.3e-08M*,-17%,3.5%[57.5 µM],?,?,?,-6%
CCN(CC)CCOc1nc(C)nc2c1oc1ccccc12,-2%,-7%,-2%,i,i,-3%,2.0%[1.84 µM],i,?,i,2%
COc1cccc(-n2c(SC)nnc2-c2cnccn2)c1,-1%,-2%,-4%,i,i,?,/,i,16%,i,6%
CCOC(=O)C1CCCN(C(=O)c2cc3c(=O)n4cccc(C)c4nc3n2C)C1 (stereo unspecified),-1%,5%,0%,i,i,2%,0.2%,4e-07M*,20%,4.3e-07M*,0%
O=c1cc(Cn2ccnc2)c2cc3c(cc2o1)CCC3,0%,-1%,-4%,i,i,-29%,-2.0%[57.5 µM],2e-08M*,?,1.6e-08M*,-3%
COc1cccc(-c2nc(N3CCNCC3)c3ccccc3n2)c1,2%[9.22 µM],1%,-5%,i,?,4%,-0.1%,i,?,i,1%[2.29 µM]
COc1ccc(-n2c(=O)c3ccccc3n(CC(=O)NC3CCCC3)c2=O)cc1,-1%,19%,3%,?,?,-3%,-0.7%,i,?,i,-1%
O=c1c(-c2ccc3c(c2)OCCO3)c(C(F)(F)F)oc2cc(O)cc(O)c12,3%[20.6 µM],/,/,i,i,/,/,i,/,i,1%[25.5 µM]
O=C(CSc1nnc2scc(-c3ccccc3)n12)N1CCN(Cc2ccccc2)CC1,-1%,3%,-1%,i,i,8%,/,i,?,i,2%
Cc1ccccc1NC(=O)c1c(F)c(F)c(F)c(F)c1F,6%,-3%,-1%,i,?,-11%,-1.8%,i,-2%,i,2%
CN(C)C(=O)CSc1nnc(CCNC(=O)OC(C)(C)C)o1,0%,0%,-3%,i,i,3%,1.0%[57.5 µM],i,3%,i,3%
CSc1nc2sc3c(c2c2nnnn12)CCCC3,-4%[20.6 µM],/,/,i,i,/,/,i,/,i,0%[25.5 µM]
COc1ccccc1-c1nnc(SCCN2CCOCC2)n1-c1ccc(C)cc1,1%,-5%,-8%,i,i,0%,/,i,-1%,i,-1%

# Next part, starting with the last 3 of the part before.
SMILES,Epigenetic mod,Ub-GFP proteasome,Hsp90 Hop PPI,TexasRed autofl,Fluorescein autfl,ERK AVP inh,HBB splice mod,A350 autofl,CRE-bla Fsk,4MU fluor,Luciferase inh
CN(C)C(=O)CSc1nnc(CCNC(=O)OC(C)(C)C)o1,0%,0%,-3%,i,i,3%,1.0%[57.5 µM],i,3%,i,3%
CSc1nc2sc3c(c2c2nnnn12)CCCC3,-4%[20.6 µM],/,/,i,i,/,/,i,/,i,0%[25.5 µM]
COc1ccccc1-c1nnc(SCCN2CCOCC2)n1-c1ccc(C)cc1,1%,-5%,-8%,i,i,0%,/,i,-1%,i,-1%
O=C(O)C(F)(F)S(=O)(=O)O,0%,2%,-1%,i,i,-7%,/,i,1%,i,2%
Cc1noc(C)c1COC(=O)c1cccnc1SCC(=O)Nc1ccc2c(c1)OCO2,2%,2%,-8%,?,i,-3%,-0.2%[57.5 µM],i,-1%,i,-2%
CC(C)CCn1nnnc1C(c1ccc(F)cc1)N1CCN(C(=O)c2ccco2)CC1 (stereo unspecified),3%,-1%,-2%,i,i,-13%,/,i,-6%,i,-1%
COc1ccc(NC(=O)c2oc3cc(C)c(C)cc3c2C)c(OC)c1,-5%,2%,1%,?,i,-31%,-0.8%,2e-07M*,1%,1.5e-07M*,2%
Cc1ccccc1NC(=O)c1ccccc1,0%,3%,-3%,?,i,2%,-0.2%,i,5%,i,-2%
CCc1c(C)nc2ncnn2c1N1CCCC(C(=O)NCCc2ccccc2)C1 (stereo unspecified),-2%,4%,0%,?,i,-6%,-0.4%[57.5 µM],i,?,i,-2%
COc1cccc(C2=CC(c3cc(OC)ccc3OC)n3nnnc3N2)c1 (stereo unspecified),3%,0%,0%,i,i,13%,0.3%,i,?,i,-3%
O=c1c2ccccc2n2cnnc2n1-c1ccccc1,0%,6%,1%,i,i,-14%,0.3%[57.5 µM],4.2e-08M*,9%,4.3e-08M*,-1%
COC(=O)c1sc(NC(=O)c2ccco2)nc1C,-1%,-4%,-1%,i,?,12%,-0.2%[57.5 µM],i,2%,i,-5%
O=C(CSc1oc(-c2ccc(F)cc2)nc1S(=O)(=O)c1ccccc1)NCC1CCCO1 (stereo unspecified),0%,0%,-4%,i,i,-1%,1.2%,i,-22%,i,2%
CNC/C(Cl)=N/S(=O)(=O)c1ccc(C)cc1,-1%[9.22 µM],-2%[9.17 µM],-3%[11 µM],i,i,6%[11.5 µM],-0.5%[9.22 µM],i,?,i,0%[11.4 µM]
Cc1occc1C(=O)Nc1c(F)cc(F)cc1Br,0%,-7%,-3%,i,i,-1%,-1.8%,i,-8%,i,1%
CCOC(=O)c1ccc(CNC(=O)C2CCCCC2C(=O)OCC(F)(F)F)o1 (stereo unspecified),0%,1%,-2%,i,i,-5%,-0.1%,i,0%,i,-1%
CNC(=O)CN1C(=O)c2ccccc2S1(=O)=O,/,13%,-3%[2.3 µM],/,/,-24%,0.8%,/,4%,/,0%
CCc1nc(C)cc(N)c1OCc1ccccc1,-2%,2%,-2%,?,i,-12%,/,i,2%,i,-3%
COC(=O)c1cc2sccc2n1Cc1nc(-c2ccc(OC)cc2)oc1C,-4%,-1%,2%,i,i,-12%,-0.2%,i,8%,i,0%
Fc1ccc2c(c1)[C@H]1OCC[C@H]1[C@@H](c1ccco1)N2,3%,0%,-6%,?,i,-7%,-0.7%,2.8e-07M*,?,2.5e-07M*,?
CCCCC(=O)NC1(C(F)(F)F)C(=O)Nc2c1c(=O)[nH]c(=O)n2Cc1ccco1 (stereo unspecified),0%,15%,-3%,i,i,6%,1.7%,?,?,?,-2%
O=C(C1CCC(C(=O)N2CCc3ccccc32)CC1)N1CCc2ccccc21 (stereo unspecified),0%,4%,-3%,i,i,19%,1.4%,i,-23%,i,-2%
O=C(Nc1ccc(S(=O)(=O)N2CCc3ccccc3C2)cc1)C1CCCO1 (stereo unspecified),4%,4%,3%,i,i,-13%,-0.8%,i,?,i,1%
OC(COc1ccc2ccccc2c1Cl)CN1CCOCC1 (stereo unspecified),-1%,-2%,0%,?,?,2%,-5.0%,?,?,i,-10%
CCC(C)n1nccc1NC(=O)C(C)OC(=O)c1cc2ccccc2[nH]1 (stereo unspecified),-1%,-4%,-2%,?,i,-5%,2.4%,i,?,i,0%
O=S(=O)(Nc1cccnc1)c1ccc(C2CCCCC2)cc1,-3%,0%,1%,i,i,-26%,/,i,?,i,0%
Cc1ccc(-n2c(Cc3cccs3)nnc2SCC(=O)OC(C)C)cc1,0%,17%,-1%,i,?,22%,1.6%,?,-18%,i,1%
CCOC(=O)N1CCC(N2C(=O)c3ccc(C(=O)NC4CCCCCC4)cc3C2=O)CC1,-3%,12%,-1%,/,/,8%,1.5%,/,-2%,/,-2%
CC(C)(C)N(Cc1ccccc1)C(=O)CSc1nnc(CNc2ccc(F)cc2)o1,3%,1%,-12%,i,i,-9%,/,i,3%,i,2%
COC(=O)c1sc(NC(=O)Cc2cccs2)nc1C,0%,0%,-2%,i,i,-17%,-0.3%,?,?,i,-6%
Cc1cc(NC(=O)CSc2nnc(COc3ccccc3)o2)no1,-2%,8%,?,i,?,7%,-2.2%,i,?,i,4%
O=C(COc1ccc(Br)cc1)OCc1nnc(-c2ccccc2)o1,-2%,-8%,1%,i,?,-1%,0.9%,i,3%,i,-1%
Cc1n[nH]c(C)c1S(=O)(=O)N1CCCC(C(=O)NCC2COc3ccccc3O2)C1 (stereo unspecified),0%,2%,-1%,i,i,36%,-1.7%,i,-5%,i,2%
O=C(N1CCCCC1)N1CCN(C(=O)N(c2ccccc2)c2ccccc2)CC1,0%,-5%,-2%,i,i,-11%,-0.1%,i,-8%,i,0%
O=C(c1ccco1)N1CCN(Cc2ccc(Cl)cc2)CC1,3%,21%,-7%,/,/,-19%,-4.0%,/,-4%,/,2%
